Screens from PubChem BioAssay.
GRK2 inh = human GRK2 inhibition via aptamer displacement; P25098; bead flow cytometry, FAM-aptamer displacement from GRK2; inhibition of aptamer binding, % at 10 µM; 330,000 compounds, 0.59% hits;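 active = inhibition of aptamer binding above 40%, roughly 3 SD of noise, on plates passing a quality check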;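 note: median bead fluorescence of bound FAM aptamer so fluorescent compounds give negative values; no value below 0 was filed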
BCLXL inh = Bcl-xL (human) inhibition; Q07817; GST-Bcl-xL / FITC-Bim BH3 peptide fluorescence polarization; inhibition, % at 10.9 µM; 320,000 compounds, 0.7% hits;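 active = inhibition above the mean of all tested compounds plus 3 SD, cutoff set per campaign, cut at about 30% in these data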;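 note: 0% = DMSO wells and 100% = unlabeled Bim-BH3 peptide competitor; inhibitors lower millipolarization by displacing the labeled peptide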
Target sequence (Q07817 whole entry, looked up): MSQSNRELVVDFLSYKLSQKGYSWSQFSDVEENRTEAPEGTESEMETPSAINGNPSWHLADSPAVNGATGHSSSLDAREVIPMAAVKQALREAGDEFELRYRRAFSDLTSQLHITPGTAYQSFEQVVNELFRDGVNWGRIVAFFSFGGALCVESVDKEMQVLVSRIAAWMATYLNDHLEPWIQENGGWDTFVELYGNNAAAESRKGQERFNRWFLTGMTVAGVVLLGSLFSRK
MCL1-BIM inh = disrupts human MCL1 binding to BIM-BH3 peptide. GST-MCL1 / FITC-Bim-BH3 fluorescence polarization. 320,000 compounds, 0.68% hits. Q07820. inhibition, % at 10.9 µM;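 active = inhibition above the mean inhibition of all tested compounds plus 3 SD, set per campaign, cut at about 40% in these data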;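 note: 0% = DMSO wells and 100% = unlabeled Bim-BH3 peptide control; higher means more loss of mP so more displacement of Bim peptide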
Target sequence (Q07820 whole entry, looked up): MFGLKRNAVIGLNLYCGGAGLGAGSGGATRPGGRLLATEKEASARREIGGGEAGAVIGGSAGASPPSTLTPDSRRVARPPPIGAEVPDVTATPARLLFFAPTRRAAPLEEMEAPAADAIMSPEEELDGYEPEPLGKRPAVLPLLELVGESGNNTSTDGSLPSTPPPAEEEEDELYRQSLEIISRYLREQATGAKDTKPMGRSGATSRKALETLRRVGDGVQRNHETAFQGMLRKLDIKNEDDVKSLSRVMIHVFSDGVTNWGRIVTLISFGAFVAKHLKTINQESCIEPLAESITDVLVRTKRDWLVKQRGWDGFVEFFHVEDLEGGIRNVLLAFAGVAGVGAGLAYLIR
VLA-4 inh = inhibition in a human VLA-4 binding assay; P13612; inhibition, % (about 7 µM as worked out from the volumes in the protocol); AID 2557; VLA-4 expressing cells, ligand binding flow cytometry; 330,000 compounds, 0.2% hits; in the data active = inhibition above about 50%
MEX-5 binding = C. elegans MEX-5 TCR-2 RNA binding activity; MEX-5/FITC-TCR2 RNA binding, fluorescence polarization; active compounds read low; 300,000 compounds, 0.38% hits; AID 1832; activity score (negative = inhibition of binding), % at 10 µM;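 active = inhibition past about -25% in most replicates, and total fluorescence under double the plate's negative control median, limit read from the data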;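 note: 0% = DMSO and -100% = 5 µM competing unlabeled TCR2 RNA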
GLD-1 RNA inh = GLD-1-TGE RNA interaction inhibition (C. elegans). Q17339. purified GLD-1 + fluorescein TGE RNA, fluorescence polarization. inhibition, % at 5.96 µM. 320,000 compounds, 0.44% hits. AID 2280;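 active = percent inhibition above a per-plate cutoff, the plate mean of test compounds plus 3 SD, cut at about 30% in these data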;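 note: 0% = DMSO wells with GLD-1 and probe and 100% = wells lacking GLD-1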
Target sequence (Q17339 whole entry, looked up): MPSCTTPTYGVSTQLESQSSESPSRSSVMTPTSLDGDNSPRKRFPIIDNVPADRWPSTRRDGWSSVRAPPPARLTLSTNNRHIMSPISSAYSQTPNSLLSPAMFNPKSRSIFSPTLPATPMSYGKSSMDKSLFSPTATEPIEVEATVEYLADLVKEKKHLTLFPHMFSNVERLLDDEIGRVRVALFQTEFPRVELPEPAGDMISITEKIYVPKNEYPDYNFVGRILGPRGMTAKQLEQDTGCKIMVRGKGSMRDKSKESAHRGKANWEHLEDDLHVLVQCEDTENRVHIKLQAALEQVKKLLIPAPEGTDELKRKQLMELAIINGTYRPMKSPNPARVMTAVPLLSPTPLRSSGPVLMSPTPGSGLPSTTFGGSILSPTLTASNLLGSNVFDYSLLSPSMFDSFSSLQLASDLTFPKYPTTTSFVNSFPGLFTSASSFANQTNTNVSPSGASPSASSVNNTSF
Fam108B counter = Fam108B inhibition, counter-screen for RBBP9 inhibitors; 300,000 compounds, 0.33% hits; AID 1947; recombinant Fam108B, FP-Rh probe fluorescence polarization; inhibition, % at 9.51 µM;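 active = inhibition above the screen mean inhibition plus 3 SD, computed separately per campaign, cut at about 18% in these data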;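 note: inhibitors lower polarization as less probe binds the enzyme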
PME-1 primary = blocks human protein phosphatase methylesterase 1; AID 2130; inhibition, % at 5.9 µM; 320,000 compounds, 0.53% hits; recombinant PME-1, FP-Rh probe fluorescence polarization;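 active = inhibition above the campaign mean of all compounds plus 3 SD, cut at about 26% in these data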;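 note: competitive labeling of PME-1 active site by serine hydrolase directed probe; 0% = PME-1 with DMSO and 100% = wells lacking PME-1 enzyme; inhibitors block probe labeling so polarization falls and inhibition rises; many of its hits are not listed in these tables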
Efflux pump mplx = antifungal efflux pump inhibition, Nile Red retention; 330,000 compounds, 0.44% hits; AID 485275; S. cerevisiae Candida pump triplex; inhibition, % at 10 µM;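 active = plate passing quality check with inhibition over a set limit, or well fluorescence over plate mean plus 4 SD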;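 note: Nile Red retained in pooled yeast measured as flow cytometry median fluorescence; 0% = buffer negative control and 100% = Enniatin B positive control; higher means more Nile Red kept so more efflux inhibition; some compounds called inactive have numbers as strong as hits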
An asterisk follows results filed as active; . = no result given. Not all compounds are listed, so the mix of outcomes need not match the whole.

SMILES	GRK2 inh	BCLXL inh	MCL1-BIM inh	VLA-4 inh	MEX-5 binding	GLD-1 RNA inh	Fam108B counter	PME-1 primary	Efflux pump mplx
O=C(Cn1ncc2c(=O)oc3ccccc3c21)N1CCCN(Cc2ccccc2F)C1	0.0	4.6	9.7	-14.1	3.9	-0.8	0.3	0.2	0.1
COc1ccc2[nH]c(C)c(-c3csc(N)n3)c2c1	3.0	-2.1	6.9	7.2	-1.1	6.3	1.0	-1.2	0.1
CN(C(=O)COC(=O)c1cc(-c2ccco2)nc2ccccc12)C1CCS(=O)(=O)C1 (stereo unspecified)	7.0	38.9*	104.8*	5.9	-1.1	24.7	12.4	-1.1	0.1
CC(C)(C)NC(=O)C(c1ccc(F)cc1)N(Cc1ccccc1Cl)C(=O)c1ccn[nH]1 (stereo unspecified)	4.0	15.3	10.4	3.5	-2.9	-5.2	-2.2	-4.3	0.0
COc1ccc(OC)c(/C=N/NC(=O)c2ccc(N(C)S(=O)(=O)c3ccccc3)cc2)c1	2.0	5.0	3.8	13.1	1.7	4.9	-7.9	-6.4	-0.1
CCCN=C1CC(C)(C)CC(=O)/C1=C(/O)CCC	0.0	2.7	-3.9	-1.6	2.4	-7.7	-0.5	1.0	0.0
Cc1cc(C(=O)CSc2nc(N)cc(N)n2)c(C)n1C1CC1	3.0	11.9	9.1	0.5	-0.6	-7.5	-0.4	-4.6	0.1
CC(Oc1cc2oc(=O)c3c(c2cc1Cl)CCC3)C(=O)NCCCN1CCOCC1 (stereo unspecified)	1.0	0.6	-3.0	0.4	1.9	-2.0	3.8	6.3	0.0
CCc1ccc(NC(=O)C(=S)NC2CCCCC2)cc1	2.0	5.3	4.5	-1.6	1.5	2.0	8.6	0.4	-0.2
COCCNC(=O)C1CCC(CNS(=O)(=O)c2ccc3c(c2)CC(C)N3C(=O)C2CC2)CC1 (stereo unspecified)	5.0	3.4	-2.5	-1.0	0.0	-3.3	1.9	2.6	0.1
CC(=O)c1ccc([N+](=O)[O-])cc1	2.0	4.2	-6.8	7.5	.	1.5	.	0.1	0.1
CC(=O)c1cc(F)c(N2CCN(C(=O)Cc3ccccc3)CC2)cc1C	0.0	1.6	6.8	-36.6	0.0	1.2	0.8	-8.2	0.0
Cc1ccc(NC(=O)CCNC(=O)c2ccc([N+](=O)[O-])cc2)cc1C	3.0	.	.	-7.5	-2.5	.	.	.	0.0
O=C(Nc1ccc(C(=O)N2CCOCC2)cc1)c1cc(-c2cccnc2)nc2ccc(Br)cc12	2.0	1.1	-0.5	-9.0	2.4	1.6	1.2	-3.9	0.1
C=C(C)Cc1c(C)c(C#N)c2nc3ccccc3n2c1NCCCN(C)C	0.0	2.9	-0.4	26.2	1.0	4.3	-4.0	-3.0	0.0
O=C(CSc1nccc(-c2cccs2)n1)Nc1cccc(Cl)c1	.	0.9	-6.0	-5.3	-1.0	3.2	-7.4	-4.0	-0.1
Cc1ccc(CC(=O)N2CCN(c3ccc([N+](=O)[O-])cc3)CC2)cc1	6.0	-3.2	3.7	-6.7	-1.9	6.0	0.3	-4.2	0.2
COc1ccccc1N1CCN(C2CCCN(C(=O)C3=NN(C)C(=O)CC3)C2)CC1 (stereo unspecified)	1.0	0.8	2.9	-4.3	.	0.2	3.8	-1.9	0.0
CC(C)N(NC(=O)c1cccc2ccccc12)C(C)C	4.0	1.7	-0.8	2.2	-1.9	-1.4	-1.8	-1.8	0.2
CCN1CCN(C(=O)Nc2ccc(Cc3ccc(NC(=O)N4CCN(CC)CC4)cc3)cc2)CC1	0.0	-0.9	2.2	43.0	2.1	3.8	0.3	-4.0	0.1

Pulled one by one from the list above:
SMILES	GRK2 inh	BCLXL inh	MCL1-BIM inh	VLA-4 inh	MEX-5 binding	GLD-1 RNA inh	Fam108B counter	PME-1 primary	Efflux pump mplx
COc1ccc2[nH]c(C)c(-c3csc(N)n3)c2c1	3.0	-2.1	6.9	7.2	-1.1	6.3	1.0	-1.2	0.1
O=C(Nc1ccc(C(=O)N2CCOCC2)cc1)c1cc(-c2cccnc2)nc2ccc(Br)cc12	2.0	1.1	-0.5	-9.0	2.4	1.6	1.2	-3.9	0.1

More results.
SMILES	GRK2 inh	BCLXL inh	MCL1-BIM inh	VLA-4 inh	MEX-5 binding	GLD-1 RNA inh	Fam108B counter	PME-1 primary	Efflux pump mplx
Cc1[nH]c2ccccc2c1/C=N/NC(=O)CNC(=O)COc1ccccc1	1.0	7.8	4.9	6.4	-1.0	-2.5	6.8	5.1	-0.2
NC(=O)c1ccc(NC(=O)COC(=O)/C=C/c2cn(-c3ccccc3)nc2-c2cccnc2)cc1	0.0	-18.1	-42.1	7.0	-3.2	-17.6	-33.4	-37.8	3.9
COC(=O)Cc1csc(Nc2ccccc2)n1	0.0	-2.7	2.1	25.5	1.5	3.9	-0.3	1.0	0.3
C[C@H](CCCC/C=C/C(=O)O)O[C@@H]1O[C@@H](C)[C@H](O)C[C@H]1O	1.0	-3.4	-0.6	-7.6	.	3.6	.	-2.8	0.1
CC(C)N1C(=O)C2C(C(=O)NC3CCCCC3)C3C=CC2(O3)C1C(=O)NC1CCCCC1 (stereo unspecified)	0.0	2.1	8.8	6.8	-0.1	-2.1	-1.2	-6.6	-0.3
C=CCOc1nc2c(c(=O)n(C)c(=O)n2C)n1Cc1ccccc1Cl	3.0	2.6	6.0	-7.0	1.0	7.0	1.7	3.0	0.0
CC1(C)CC2(CCO1)OC(=O)CC2C(=O)NCc1ccccc1 (stereo unspecified)	1.0	3.0	7.8	4.5	-0.6	3.9	2.1	1.5	0.1
COc1ccc(-c2nnc(SCC(C)C)o2)cc1	0.0	-4.8	-5.9	9.9	2.0	-11.4	-0.3	-0.6	0.0
Cc1ccc(C(=O)N/C(=C\c2cccs2)C(=O)NCCc2c[nH]c3ccccc23)cc1	3.0	5.9	0.6	-9.7	1.8	2.5	-4.1	1.3	-0.2
CN(C)c1ccc(C=NCC2(O)CCOC(C)(C)C2)cc1 (stereo unspecified)	1.0	-0.5	4.5	0.9	2.9	-2.3	-3.1	4.1	0.0
NS(=O)(=O)c1ccc(CCNC(=O)c2ccccc2OCc2ccc(F)cc2)cc1	1.0	2.5	-3.2	5.2	-1.8	-4.1	-0.3	1.1	-0.2
CCCCOC(=O)c1ccc(NC(=O)c2c(OC)cccc2OC)cc1	5.0	7.8	11.9	-2.5	1.5	4.0	-2.1	-7.8	0.0
CCN(CC)S(=O)(=O)c1cc(OC)c(Cl)cc1OC	0.0	3.5	-0.9	3.9	1.1	-1.5	0.3	-0.8	-0.3
O=C(c1cnc(-c2ccccc2)s1)c1ccc(Cl)cc1Cl	0.0	2.5	-0.2	-1.9	-0.3	1.4	4.5	-1.0	-0.1
O=C(CCc1ccc(S(=O)(=O)NC2CCCCC2)cc1)Nc1ccccc1	0.0	0.4	-5.9	-5.2	-0.8	-1.3	0.0	4.3	0.2
CC(=O)Nc1ccc(NC(=O)CSc2nnnn2-c2ccccc2F)cc1	0.0	5.8	3.0	8.4	1.0	1.7	-2.0	1.9	-0.1
Cc1cccc(NC(=O)c2cc(-c3c(C)cc(C)cc3O)n[nH]2)c1	0.0	2.0	-2.7	-10.6	5.9	-7.9	-5.8	4.2	0.0
O=[N+]([O-])c1ccccc1SNc1ccc(Br)cn1	1.0	4.5	-8.1	-6.1	-1.1	3.1	-0.3	4.7	-0.5
CC1CC(c2ccccc2)=Nc2ccccc2N1 (stereo unspecified)	3.0	12.2	16.9	-17.5	-1.2	-1.5	6.3	0.9	0.1
O=C(Nc1ccc2nc3n(c(=O)c2c1)CCCCC3)C(=O)N1CCN(c2ccccc2F)CC1	0.0	2.5	-0.2	-6.1	0.9	3.4	1.5	4.7	0.0
CCOc1cc(-c2nc(-c3ccccc3)c(-c3cc([N+](=O)[O-])ccc3C)[nH]2)ccc1O	0.0	3.5	-1.6	-0.6	-0.2	6.0	21.2*	10.9	-0.1
c1ccc(-c2c[nH]c3[n+]2CCCCC3)cc1	0.0	8.5	-5.4	12.8	0.2	-0.2	1.8	1.3	-0.1
CCCN(CCC)c1ccc(CC(=O)NC(C)Cc2ccccc2)cc1 (stereo unspecified)	0.0	-0.4	-2.9	-4.0	2.0	7.4	5.7	3.0	0.1
CCOc1ccc(C(=O)Nc2ncn[nH]2)cc1	4.0	1.9	0.2	6.4	8.2	8.2	2.7	-3.2	-0.1
CCC(CC)N1CCN(C(=O)c2cccc(Cl)c2)CC1	3.0	-12.3	-38.0	10.2	0.2	-13.9	-1.7	-0.8	0.0
C/C=C/COC(=O)c1[nH]c2c(c1C)C(=O)CC(c1ccc(N(C)C)cc1)C2 (stereo unspecified)	0.0	0.9	1.2	-10.3	-0.8	4.1	2.2	1.9	0.1
COCCNC(=O)C(=O)Nc1cc2c3c(c1)CC(=O)N3CCC2	0.0	3.3	8.4	11.8	-0.4	-2.4	-1.4	-4.1	0.0
Cc1cc(OCC(=O)Nc2ccc3c(c2)OCCO3)cc(C)c1Cl	4.0	-1.9	1.6	-1.1	-4.1	2.2	0.7	-7.6	-0.1
O=C(Nc1ccc(C(F)(F)F)cc1)C1CC(=O)N(c2ccc3c(c2)OCCO3)C1 (stereo unspecified)	0.0	-5.6	-17.1	-4.7	0.5	8.7	-6.5	-0.4	-0.2
CCN(CC)S(=O)(=O)c1ccc(N2CCOCC2)c(NC(=O)c2cc3ccccc3oc2=O)c1	0.0	-1.5	-4.0	5.0	4.2	-9.4	-10.1	5.7	0.1
NNC(=S)Nc1c(F)cc(F)cc1Br	2.0	8.5	9.2	11.2	-2.8	7.7	-0.3	-6.6	-0.2
CC(NC(=O)c1ccc(CS(=O)(=O)c2ccc(Cl)cc2)o1)c1ccc2c(c1)OCCO2 (stereo unspecified)	6.0	1.8	-0.7	3.0	-0.7	3.0	-1.6	2.0	-0.5
Cc1ccc(S(=O)(=O)N2CCN(C(=O)c3c(-c4ccccc4)noc3C)CC2)cc1C	0.0	-1.4	1.0	21.6	-0.8	8.8	3.6	-8.4	0.0
CCOc1ccccc1N(C)C(=O)c1cn(C)c(=O)c2ccccc12	0.0	-0.5	-4.1	8.0	-0.8	6.2	-1.7	5.5	0.3
Cc1ccc(S(=O)(=O)CCC(=O)OC(C)C(=O)Nc2ccc(N3CCOCC3)cc2)cc1 (stereo unspecified)	2.0	5.3	11.5	-18.8	.	4.3	.	-0.8	-0.1
CSc1cccc(NS(=O)(=O)c2ccc(C(C)=O)cc2)c1	3.0	3.7	4.1	5.2	-0.4	3.5	-2.8	4.9	-0.1
COc1c2ccoc2c(OCC=C(C)C)c2oc(=O)ccc12	0.0	-0.6	-2.8	0.7	2.3	-0.3	-6.8	-2.0	0.0
O=C(OCc1ccccc1)N1CCCC1/C=C/CN1CCOCC1 (stereo unspecified)	10.0	7.1	7.1	7.7	-0.1	-0.1	-4.7	-1.8	0.0
O=C(c1ccco1)N1CCN(C(=O)c2ccccc2OCc2ccccc2)CC1	1.0	.	.	-5.5	.	-5.4	.	.	-0.1
COc1ccc(Cc2nnc(N/N=C/c3ccc(C)o3)[nH]c2=O)cc1	0.0	0.9	6.5	5.4	-0.9	0.1	-1.2	1.8	0.1
CCc1cc(=O)oc2c(C)c(OC(C)C(=O)N3CCC[C@@H]3C(=O)O)ccc12 (stereo partly specified)	0.0	0.7	5.1	-25.3	-2.5	10.4	3.5	2.9	-0.2
COC(=O)c1c(-c2ccccc2)noc1C	0.0	5.2	-5.3	3.3	1.9	6.4	0.5	-0.7	0.0
Cc1cc(C)nc(NC(=O)c2cccc([N+](=O)[O-])c2)c1	6.0	0.9	3.3	24.9	1.0	4.5	5.1	6.3	-0.6
